Source: PubChem
Lmaj promast = reduces viability of Leishmania major promastigotes | inhibition, % at 10 µM | resazurin fluorescence viability | actives 9% (n = 200,000); in the data active = inhibition above about 50%;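 note: promastigotes grown with compound for 44 hours at 28 °C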
PPARg SRC-3 ag = agonists of human PPARgamma SRC-3 coactivator recruitment | AID 731 | biochemical PPARgamma/SRC-3 coactivator recruitment assay | activation, % at 8 µM | P37231 | actives 0.26% (n = 200,000); in the data active = activation above about 23%;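 note: 0% = DMSO and 100% = reference agonist; some compounds past the cut are filed as inactive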
HMGR II inh = E. faecalis class II HMG-CoA reductase inhibition. purified E. faecalis HMGR, NADPH absorbance 340 nm kinetic. inhibition, % at 10 µM. actives 0.41% (n = 190,000). AID 1066;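 active = inhibition above a set limit, the median over all tested compounds plus 3 SD, cut at about 9.5% in these data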;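 note: enzyme runs in reverse so mevalonate oxidation gives rising NADPH absorbance; 0% = complete reaction with DMSO and 100% = background rate lacking mevalonate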
DTT redox prof = compounds producing H2O2 with reducing agent – biochemical, NIH compound library profiling, artefact control for MLSCN library redox annotation, primary screen | actives 0.03% (n = 200,000) | activation, % at 10 µM | AID 878 | DTT-dependent redox cycling H2O2, phenol red/HRP absorbance; 100% = 100 µM peroxide control, 0% = buffer;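 active = activation of at least 50% relative to the plate's high and low controls in the primary single-dose screen; inactive = activation below 50%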;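 note: compound incubated with DTT at 0.8 mM final as the reducing agent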
TR-FRET SRC-2 ct = flags TR-FRET format artefacts in PPARgamma SRC-2 recruitment agonist screen; actives 0.4% (n = 200,000); TR-FRET artefact counter-screen; active compounds read high; TR-FRET ratio at 8 µM; AID 1049; in the data active = TR-FRET ratio above about 2000; note: inactives centre near 1500; reference of the scale not given here
RAM inhibit = yeast RAM network inhibition | S. cerevisiae dse1pr::URA3 reporter, 5-FOA growth OD615, 2 d; analog-sensitive cbk1-as2 kinase mutant strain | inhibition, % at 50 µM | actives 1.8% (n = 190,000) | AID 868;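 active = inhibition above a set limit, 3 SD over mean compound inhibition, cut at about 8.4% in these data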;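 note: 0% = DMSO-only wells with no growth and 100% = 10 µM 1-NA-PP1 full growth; inhibition rescues growth on 5-FOA so higher OD means more RAM inhibition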
S1P3 antag = S1P3 (human) receptor antagonism; Q99500; CHO S1P3 NFAT-BLA reporter, FRET fluorescence, antagonist mode; inhibition, % at 4.98 µM; actives 0.27% (n = 170,000); AID 485;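 active = inhibition above the plate cutoff, the mean inhibition of test wells on that plate plus 3 SD, cut at about 28% in these data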;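 note: cells challenged with S1P at its EC80 of 0.8 µM; blue over green emission ratio from cleaved BLA substrate after 4 h stimulation; 0% = S1P-stimulated wells and 100% = unstimulated DMSO-only wells; some compounds past the cut are filed as inactive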
Target sequence (Q99500 whole entry, looked up): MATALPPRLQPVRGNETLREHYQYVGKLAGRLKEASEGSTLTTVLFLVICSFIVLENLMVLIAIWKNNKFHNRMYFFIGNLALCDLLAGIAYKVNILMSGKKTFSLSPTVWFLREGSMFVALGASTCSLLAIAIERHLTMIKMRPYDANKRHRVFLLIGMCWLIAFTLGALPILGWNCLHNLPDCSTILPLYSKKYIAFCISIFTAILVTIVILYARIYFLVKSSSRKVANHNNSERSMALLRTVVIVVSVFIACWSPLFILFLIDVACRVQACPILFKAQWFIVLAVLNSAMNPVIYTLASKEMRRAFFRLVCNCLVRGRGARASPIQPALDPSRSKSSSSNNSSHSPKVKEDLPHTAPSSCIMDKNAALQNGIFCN
bIAP inhibitor = blocks bovine intestinal alkaline phosphatase activity; purified bovine IAP, CDP-star luminescence, 30 min; inhibition, % at 20 µM; 190,000 tested, under 10 active;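 active = over 50% inhibition of intestinal alkaline phosphatase at 20 µM in the single-dose screen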
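Incubation: 30 min reaction at room temperature / Material: purified bovine intestinal alkaline phosphatase (IAP) enzyme / Input: enzyme at 1/65,000,000 dilution / Dosing: 20 µM single dose / Signal: CDP-star luminescence signal / Reagent: CDP-star chemiluminescent phosphatase substrate, 30 µM final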
ROMK primary = human ROMK K+ channel modulation, primary screen; P48048; Tet-inducible ROMK, thallium flux fluorescence; actives lie on both sides; B-score at 10 µM; actives 2% (n = 130,000);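 active = signal ratio slope over the read window, or its plate-corrected B-score, at least 3 SD from the plate mean, either direction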;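 note: B-score of the F/F0 ratio slope over 7 to 12 s after thallium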
Target sequence (P48048 whole entry, looked up): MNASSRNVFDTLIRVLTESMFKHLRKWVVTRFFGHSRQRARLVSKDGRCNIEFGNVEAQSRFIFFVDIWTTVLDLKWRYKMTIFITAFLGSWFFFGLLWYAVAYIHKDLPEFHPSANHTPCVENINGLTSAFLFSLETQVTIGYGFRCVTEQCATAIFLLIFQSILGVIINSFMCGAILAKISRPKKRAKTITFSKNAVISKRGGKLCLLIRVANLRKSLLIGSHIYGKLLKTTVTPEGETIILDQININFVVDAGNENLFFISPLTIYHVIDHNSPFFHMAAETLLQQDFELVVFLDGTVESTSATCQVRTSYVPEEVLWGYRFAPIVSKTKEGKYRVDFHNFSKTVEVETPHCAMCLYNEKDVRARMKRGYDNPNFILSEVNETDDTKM
PPARg SRC-2 ag = agonists of SRC-2 recruitment by human PPARgamma. AID 1032. actives 0.34% (n = 200,000). activation, % at 8 µM. PPARgamma LBD-SRC-2 recruitment, biochemical; in the data active = activation above about 22%;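 note: 0% = vehicle and 100% = reference agonist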
PPARg SRC1 recr = agonists of human PPARgamma SRC-1 coactivator recruitment; activation, % at 8 µM; actives 0.41% (n = 200,000); PPARgamma-SRC-1 coactivator recruitment biochemical assay; AID 631; in the data active = activation above about 19%;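 note: 0% = DMSO and 100% = reference agonist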
Numbers without * were called inactive; / = not tested or not shown.

Screens in order: Lmaj promast, PPARg SRC-3 ag, HMGR II inh, DTT redox prof, TR-FRET SRC-2 ct, RAM inhibit, S1P3 antag, bIAP inhibitor, ROMK primary, PPARg SRC-2 ag, PPARg SRC1 recr
O=S(=O)(CC(O)COc1ccccc1Cl)c1ccccc1 (stereo not drawn)
  -4, 8, -1, 1.7, 1521, 0.4, /, 9, /, 2, 2
COC(=O)c1ccc(/C=N/NC(=O)CNc2cccc(C)c2)cc1
  22, 0, 0, -0.7, 1508, 2.6, -10, -6, 0.014, 5, 1
COc1ccc(S(N)(=O)=O)cc1C(=O)N1CCCC1
  -6, 1, -10, -4.0, 1448, 1.9, -8, -7, -0.0033, 16, 4
Cc1ccc(-c2noc(CSc3nnc(-c4ccccc4)n3C)n2)cc1
  2, 3, -5, 1.1, 1415, 2.1, 8, 10, /, 12, -4
Cc1ccc(NC(=O)N2Cc3ccccc3CC2C(=O)NC(C)(C)C)cc1 (stereo not drawn)
  -5, -1, -3, 0.6, 1809, 6.7, /, 1, /, 3, -9
Cc1cccc(NCC(=O)c2c(N)n(C)c(=O)n(C)c2=O)c1C
  -5, -1, 1, -0.8, 1425, 2.5, 10, -9, 0.91, -6, 14
CCCCn1c(=O)nc2n(-c3ccccc3)c3ccccc3cc-2c1=O
  -4, 0, -3, -4.7, 1790, 2.6, /, -2, /, 2, 4
CCOC(=O)c1ccc(NC(=O)NCc2ccn(CC)n2)cc1
  -2, 5, 5, 0.8, 1461, 0.0, -10, /, /, 3, -3
CC1CCN(c2ccccc2NC(=O)c2ccc(F)cc2)CC1
  1, 1, 0, 0.0, 1422, 0.8, /, 49, 0.33, -1, -7
Cc1nc(NC(N)=S)sc1C(=O)Nc1ccccc1
  -4, 27*, -8, 2.0, 1621, -0.1, /, 11, /, 18, 14
O=C(N/N=C\c1cccc([N+](=O)[O-])c1O)C1COc2ccccc2O1 (stereo not drawn)
  -1, -3, -5, 0.1, 1546, -1.2, -13, 17, /, 4, 10
CNc1nc(-c2ccc(OC)cc2)c(-c2ccc(OC)cc2)s1
  14, 7, 5, -0.7, 1676, 1.1, -12, -4, -0.007, 15, 11
CC1CC(=O)c2cn3c(nc2C1)nc1ccccc13 (stereo not drawn)
  5, 12, -7, 0.1, 1555, 1.6, /, 7, 0.029, 5, 3
Cc1cc(C)nc(SCc2cc(=O)c(OC(=O)c3ccc(S(=O)(=O)N(C)C)cc3)co2)n1
  -6, 2, -4, 0.8, 1407, -1.2, 1, 19, /, 2, 3
Fc1ccc(-c2nc3ccccc3c3nc4ccccc4n23)cc1
  7, -3, 1, 0.0, 1395, 0.5, -17, 2, /, -11, -2
CCCCn1c(SCC(=O)Nc2nnc(C)s2)nnc1-c1ccncc1
  -5, 6, 0, 0.0, 1686, 3.6, 3, 8, -0.3, -1, -7
Cc1c(/C=N/NC(=O)c2cccnc2)c2ccccc2n1Cc1ccccc1
  6, 3, -1, -0.1, 1581, 7.0, 10, 6, -0.51, -2, 7
C1CCC2(CC1)C1=C(CCCC1)Nc1nnnn12
  8, -7, -2, 0.7, 1312, 0.9, 18, 18, /, 14, 11
CC(=NCCCN(C)C)C1=C(O)c2ccccc2C1=O
  1, 0, 1, 0.1, 1450, 1.2, /, 6, -0.68, 5, 0
Cc1cc2nc(-c3cccnc3SCC(=O)NC3CC3)[nH]c2cc1C
  11, 2, 0, -3.2, 1767, -0.9, 6, -3, 0.35, 10, 16

Later entries:
Screens in order: Lmaj promast, PPARg SRC-3 ag, HMGR II inh, DTT redox prof, TR-FRET SRC-2 ct, RAM inhibit, S1P3 antag, bIAP inhibitor, ROMK primary, PPARg SRC-2 ag, PPARg SRC1 recr
N#Cc1ccc(CSc2ncnc3c2cnn3Cc2ccccc2)cc1
  -7, 10, -2, 0.7, 1676, 7.3, 8, 21, /, 7, 2
O=C(NCc1ccco1)C(c1cccnc1)N(C(=O)Cn1nnc2ccccc21)c1ccc(F)cc1 (stereo not drawn)
  -2, 4, -1, 0.3, 1508, 1.7, 11, 5, 0.97, -2, 3
CCCCCCn1c(N(CC)CC)nc2c1c(=O)[nH]c(=O)n2C
  3, 2, 1, -0.4, 1514, -0.9, -30, 3, 1.1, 0, 9
CN(CCC#N)S(=O)(=O)c1ccc2c(c1)c(=O)n(C)c(=O)n2C
  -1, 9, 1, 0.1, 1550, 1.3, /, 8, -0.027, 6, 3
CC(=O)c1cccc(NC2c3ncccc3C(=O)N2Cc2ccco2)c1 (stereo not drawn)
  -4, 15, -2, -0.3, 1605, 1.2, -4, -4, 0.18, 5, 3
Cc1cc(C)c(S(=O)(=O)NCC2CCC(C(=O)NCc3ccccn3)CC2)c(C)c1 (stereo not drawn)
  4, 2, -2, -1.2, 1755, 1.3, 2, -11, 0.35, 7, 6
COC(=O)c1ccc(C(=O)Nc2ccc(C(C)C)cc2N)cc1
  -1, 1, 1, -1.1, 1601, 2.1, 0, -18, 0.53, 1, -10
COc1cc(C2NC(=O)NC(O)(C(F)(F)F)C2C(=O)c2cccs2)ccc1O (stereo not drawn)
  -5, -1, 2, -0.2, 1523, 1.9, -25, 4, 0.48, -1, -1
CCC1CC(/C(C)=N/NC(N)=O)OC1=O (stereo not drawn)
  -4, 0, -3, -0.4, 1587, 1.8, -4, 10, 0.24, 6, 5
CC(C)c1ccc(N=C(N)N=C(N)N)cc1
  -4, 1, -6, -3.8, 1550, -0.4, -15, 10, 0.69, 1, 5
Cc1[nH]c2ccc(C(=O)N3CCCCC3)cc2c1C
  -2, 5, 8, -1.0, 1530, -0.6, 10, 0, -0.18, 2, 3
CCn1cc(C(=O)NCCCN2CCC(C)CC2)c(=O)c2cc(S(=O)(=O)N3CCCC3)ccc21
  -2, -4, -10, -0.4, 1493, 1.9, 16, -2, /, 11, -2
O=C(NCCc1ccc(Cl)cc1)c1cccs1
  6, -1, -5, -1.5, 1600, 1.6, -8, -2, -0.05, 5, 14
O=C1C2CC=C(Cl)CC2C(=O)N1CCC[n+]1ccccc1 (stereo not drawn)
  -3, 4, 1, 1.4, 1532, 0.3, /, 0, /, 6, -1
Cc1ccc(C)c(S(=O)(=O)N2CCN(CC(=O)NC(=O)NCc3ccccc3)CC2)c1
  46, -1, -9, -0.2, 1510, 2.1, -1, 3, -0.66, -5, 3
COc1ccccc1NC(=O)C1=C(C)Nc2nc(-c3ccc(N(C)C)cc3)nn2C1c1ccncc1 (stereo not drawn)
  21, 5, 0, 1.7, 1554, 3.0, -7, -7, /, 6, 6
Cc1ccc(/C=C/C2=NN(Cc3ccc(Cl)c(Cl)c3)C(=O)CC2)cc1
  -6, 5, 0, 0.4, 1455, 12*, /, 17, 0.82, 7, 2
O=C(NCCNC(=O)c1ccc(Br)o1)c1ccc(Br)o1
  -5, 2, 1, -0.7, 1671, 0.9, -7, -1, -0.029, 1, 7
Cc1ccc(OCC(=O)NC2CC(C)(C)NC(C)(C)C2)c(C)c1
  -6, 0, 3, 0.1, 1558, 2.4, 11, -8, 0.12, 5, -2
Cc1cccc(NC(=O)CCc2ccccc2)c1
  -5, -4, -5, 0.1, 1586, 0.3, -5, 20, 0.34, 9, 7

(cont.)
Screens in order: Lmaj promast, PPARg SRC-3 ag, HMGR II inh, DTT redox prof, TR-FRET SRC-2 ct, RAM inhibit, S1P3 antag, bIAP inhibitor, ROMK primary, PPARg SRC-2 ag, PPARg SRC1 recr
C=CCNC(=O)NC(=O)COn1nnc2ccc(S(=O)(=O)N(C)C)cc21
  30, 1, -5, -0.8, 1578, -0.5, -1, 2, /, 2, 0
COC(=O)c1oc2ccc(Br)cc2c1NC(C)=O
  -9, 5, -1, -0.8, 1656, 2.5, 1, 17, /, 8, -2
O=C(/C=C/c1ccc(OCc2ccccc2)c(OCc2ccccc2)c1)c1cccnc1
  100*, 7, -2, 0.8, 1486, 14*, -14, 4, /, 3, 5
CC1(C)CC(=O)c2sc(NC(=O)Cc3cccs3)nc2C1
  -2, 12, -6, 1.8, 1620, 2.5, /, 5, 0.42, 7, 7
CCc1c(C(=O)NNC(=S)NCCc2ccccc2)csc1C
  -1, 2, 1, -0.8, 1649, 1.2, /, -1, /, 2, 6
C/C(=N\NC(=O)c1c(Br)c(C)nn1C)c1cccc(NC(=O)c2ccccc2C)c1
  25, -5, -2, -0.7, 1620, 0.3, 12, 8, /, -7, -7
NC(=O)c1cccnc1Nc1ccccc1Cl
  0, 0, 1, -0.1, 1484, 0.8, 7, -2, /, 2, 15
COCc1cc(C)nc(N/N=C/c2ccc(-c3ccc(Cl)cc3[N+](=O)[O-])o2)c1C#N
  1, 10, -4, 5.0, 1767, 0.8, -6, -9, 0.75, 14, 15
CC(C)(C)OC(=O)N1CCCC1C(=O)N1CCCC1C(=O)N1CCCC1C(=O)O (stereo not drawn)
  -6, 0, -3, 0.5, 1530, 0.5, 14, 11, -0.23, -13, -4
Cc1ccc(C2C(C#N)=C(N)Oc3c2c(=O)n(C)c(=O)n3C)cc1 (stereo not drawn)
  -3, 2, -6, -9.1, 1623, -0.2, /, 4, /, 10, 2
COCCn1c(CNc2ccc(F)cc2)nnc1SCC(=O)Nc1ccc(OC)cc1OC
  -2, -6, -2, -0.1, 1485, 0.0, /, 4, -0.39, -6, -6
O=C(NCCc1ccccc1)c1ccc(=O)[nH]c1
  -6, -9, -2, -3.5, 1486, 2.7, /, 7, /, -5, 0
O=C(CCCn1c(=O)[nH]c2ccsc2c1=O)Nc1ccc(F)cc1
  -3, -1, 5, 0.3, 1561, 2.4, -14, -21, -0.24, -4, -2
CC(C)c1ccc(C2NC(=O)NC3=C2CCc2ccccc23)cc1 (stereo not drawn)
  22, 8, -7, 0.3, 1623, -0.4, /, 27, -0.89, 17, -2
O=C(/C=C/NNC(=O)c1cccc(Br)c1)c1ccccc1
  3, 5, 2, -14, 1501, 1.0, /, 3, /, 3, 1
COc1ccc(NC(=S)NNC(=O)COc2ccc(Cl)cc2Cl)cc1
  0, 2, 5, 0.3, 1412, 0.2, 4, 3, /, -8, -10
O=C(NCc1ccco1)c1cnn2c(C(F)(F)F)cc(-c3ccccc3)nc12
  4, -5, -7, -1.9, 1534, 3.2, -5, 6, /, 5, 8

Some values from above.
Reading for COC(=O)c1oc2ccc(Br)cc2c1NC(C)=O in PPARg SRC-2 ag: 8
Reading for COc1ccc(NC(=S)NNC(=O)COc2ccc(Cl)cc2Cl)cc1 in S1P3 antag: 4

Just DTT redox prof and Lmaj promast, for 6 of the compounds above:
Structure | DTT redox prof | Lmaj promast
CC1(C)CC(=O)c2sc(NC(=O)Cc3cccs3)nc2C1 | 1.8 | -2
CCc1c(C(=O)NNC(=S)NCCc2ccccc2)csc1C | -0.8 | -1
C/C(=N\NC(=O)c1c(Br)c(C)nn1C)c1cccc(NC(=O)c2ccccc2C)c1 | -0.7 | 25
NC(=O)c1cccnc1Nc1ccccc1Cl | -0.1 | 0
COCc1cc(C)nc(N/N=C/c2ccc(-c3ccc(Cl)cc3[N+](=O)[O-])o2)c1C#N | 5.0 | 1
CC(C)(C)OC(=O)N1CCCC1C(=O)N1CCCC1C(=O)N1CCCC1C(=O)O (stereo not drawn) | 0.5 | -6
